Bioassay records deposited in PubChem by several laboratories.
KLF5 inh: inhibitors of KLF5 expression | DLD-1 KLF5 promoter-luciferase reporter, luminescence | 290,000 tested, 0.23% active | AID 1700 | inhibition, % at 5 µM;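 active means inhibition above a per-plate limit of that plate's mean compound inhibition plus 3 SD, cut at about 60% in these data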;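 further: 0% = DMSO wells and 100% = LY294002 at 200 µM; higher means less KLF5 promoter-driven luciferase light; inactives centre near -14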
GSK3A inh: human GSK-3 alpha kinase inhibition; ADP-Glo luminescence, 60 min; 320,000 tested, 0.1% active; inhibition, % at 10 µM;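 in the data active means inhibition above about 50%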;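 further: GST-tagged GSK-3 alpha with peptide substrate and 25 µM ATP; 0% = DMSO neutral wells and 100% = GW8510 positive control wells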
Target sequence (P49840 whole entry, looked up): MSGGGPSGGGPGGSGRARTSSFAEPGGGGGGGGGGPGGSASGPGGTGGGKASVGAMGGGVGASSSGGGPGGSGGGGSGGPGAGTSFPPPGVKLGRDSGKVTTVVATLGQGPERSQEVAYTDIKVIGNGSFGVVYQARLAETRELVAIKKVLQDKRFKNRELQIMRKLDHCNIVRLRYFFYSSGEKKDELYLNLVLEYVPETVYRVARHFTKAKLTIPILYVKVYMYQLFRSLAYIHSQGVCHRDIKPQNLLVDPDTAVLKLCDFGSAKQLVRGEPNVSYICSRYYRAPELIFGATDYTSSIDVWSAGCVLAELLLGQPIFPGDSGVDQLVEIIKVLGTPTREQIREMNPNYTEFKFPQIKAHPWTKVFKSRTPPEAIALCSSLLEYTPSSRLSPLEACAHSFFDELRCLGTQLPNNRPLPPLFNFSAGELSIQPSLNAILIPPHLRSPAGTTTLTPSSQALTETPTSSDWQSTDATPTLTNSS
IEC-6 tox: IEC-6 cytotoxicity, counter-screen for KLF5 inhibitors; luminescence viability; inhibition, % at 5 µM; 290,000 tested, 0.78% active; AID 1825; in the data active means inhibition above about 22%;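 further: 0% = plate median of test compound wells and 100% = cytotoxic reference compound wells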
HSF1 inhib: HSF1 inhibition; NIH3T3-HGL HSE-luciferase, MG132-induced, luminescence 8 h; active compounds read low; activity change, negative = inhibition, % at 7.5 µM (by protocol); 300,000 tested, 0.77% active;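 active means more than half of replicate wells show activity change below -50%, luminescence cut by over half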;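 further: luciferase reports HSF-1 transcriptional activity via heat shock element; 0% = median of DMSO wells and -100% = zero luminescence signal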
PolyA inhibitor: yeast polyadenylation inhibition; S. cerevisiae SKY197-pL101 polyadenylation reporter, beta-gal luminescence; efflux-impaired pdr1/pdr3 knockout yeast; score 100 = 6 SD above DMSO; calls only at 12 µM; 300,000 tested, 0.02% active;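 active means lowest replicate activity score at least 50, where 100 means six control SD above control mean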;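 further: yeast exposed to compound for 9 h at 30 °C; higher score means more reporter readthrough which indicates perturbed polyadenylation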
HSP90 inh: HSP90 refolding inhibition in rabbit reticulocyte lysate | inhibition, % at 5.6 µM | 290,000 tested, 0.91% active | AID 1789 | luciferase refolding luminescence, 3 h;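 active means inhibition above the screen-wide mean plus 3 SD, computed separately per campaign, cut at about 16% in these data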;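 further: 0% = DMSO wells and 100% = 60 µM geldanamycin wells; inhibitors lower the luminescence because luciferase stays unfolded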
aSyn 5UTR inh: MLPCN primary screen, SNCA 5' untranslated region; inhibition, % (tested at 7.5 µM); alpha-synuclein 5'UTR reporter, inhibitor activity; 300,000 tested, 0.82% active; in the data active means inhibition above about 60%;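 further: H4 neuroglioblastoma cells stably carrying SNCA 5'UTR luciferase fusion; 0% = DMSO wells and 100% = positive control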
GSK3B inh: blocks human GSK3beta kinase activity. activity score (negative = inhibition), % at 10 µM. P49841. GST-GSK3beta kinase, ADP-Glo luminescence, 60 min; active compounds read low. 300,000 tested, 0.038% active. AID 2097;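 active means more than half of replicate wells score below -50%, meaning over 50% inhibition versus plate controls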;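 further: 0% = median DMSO wells and -100% = median GW8510 positive control wells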
Target sequence (P49841 whole entry, looked up): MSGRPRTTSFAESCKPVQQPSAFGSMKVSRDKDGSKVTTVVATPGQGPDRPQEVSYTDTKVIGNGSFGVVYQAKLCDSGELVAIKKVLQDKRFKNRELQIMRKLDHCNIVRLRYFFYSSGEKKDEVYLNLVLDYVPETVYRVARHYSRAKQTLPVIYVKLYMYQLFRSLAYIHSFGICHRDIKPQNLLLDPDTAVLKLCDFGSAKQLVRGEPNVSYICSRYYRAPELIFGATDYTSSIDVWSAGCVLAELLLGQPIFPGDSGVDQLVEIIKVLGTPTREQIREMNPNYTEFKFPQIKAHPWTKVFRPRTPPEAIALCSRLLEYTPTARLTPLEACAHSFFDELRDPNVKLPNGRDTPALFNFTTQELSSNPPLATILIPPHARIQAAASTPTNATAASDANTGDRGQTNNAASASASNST
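Assay system: GST-tagged human GSK3beta kinase, cell-free; Input: 1.6 ng GSK3beta; Medium: Tris/MgCl2 kinase buffer; Timing: 60 min enzyme reaction, room temperature; Signal: ADP-Glo luminescence quantifying ADP generated by kinase; Evaluation: score relative to plate controls; Benchmarks: DMSO neutral wells and GW8510 at 20 µM as positive.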
HSF-1 act: increases HSF-1 driven luciferase reporter signal | 300,000 tested, 1.7% active | NIH3T3-HGL HSF-1 luciferase reporter, MG132, 8 h; 100% = twice DMSO control signal | AID 504408 | activation, % at 9 µM;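 active means mean replicate activation of at least 50% with a set share of replicates each reaching 50%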;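 further: 0% = median of the neutral control wells and 100% = twice that signal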
AI-2 QS modul: modulates the Vibrio harveyi AI-2 quorum sensing system. Vibrio harveyi JMH597 AI-2 luminescence/OD600 ratio, 9 h; active compounds read low; strain lacks LuxN and CqsS sensors; 0 = neutral-control median. activity change, % at 7.5 µM. 300,000 tested, 0.4% active; in the data active means activity change below about -75%, passing the limit was not always enough;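 further: luminescence divided by OD600 gain over 9 h not by final OD600 alone; inactives centre near 13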
Active calls of the source: *; i = inactive; / = no result given.

SMILES	KLF5 inh	GSK3A inh	IEC-6 tox	HSF1 inhib	PolyA inhibitor	HSP90 inh	aSyn 5UTR inh	GSK3B inh	HSF-1 act	AI-2 QS modul
CN(C)CCNc1nc2c(c(=O)[nH]c(=O)n2C)n1CCOc1ccccc1	-66	-1	-3	-5	i	-9	0	4	-9	7
O=C(CNC(=O)c1ccccc1Cl)OCC(=O)N1CCc2ccccc21	-44	-1	-3	27	i	-4	-117	-1	55*	11
Nc1nc(-c2cccs2)c(CC(=O)O)s1	-13	6	0	-10	i	1	-25	-1	-5	35
Cc1ccc(C)c(NC(=S)N2CCN(c3ccccn3)CC2)c1	-15	-1	-3	-4	i	-3	16	3	-4	-3
CC/C(=N/NC(=O)c1ccc(Br)cc1)c1ccc(OCCN2CCOCC2)cc1	-41	-4	3	6	i	-3	-17	3	12	11
CCN(CC)C(=O)COc1ccc(S(=O)(=O)N2CCCC2)cc1	-27	0	-2	-3	i	-1	-5	2	15	-12
CC(=O)Nc1ccc(S(=O)(=O)N2CCSC2C(=O)O)cc1 (centres undefined)	6	-8	0	-3	i	2	-2	0	-4	8
CCN(C(=O)c1ccc2c(=O)n3c(nc2c1)CCCCC3)c1cc(OC)ccc1OC	-6	-1	-6	-4	i	-5	-10	-4	-2	18
NC(=O)Cc1nc2scc(-c3ccc(Cl)cc3)c2c(=O)[nH]1	-5	3	-5	14	i	2	3	0	1	-4
O=C(Nc1ncccc1Cl)c1ccc2c(c1)OCCO2	-111	2	-2	27	i	-5	-119	0	25	31
CC(C)(O)C#CC#CCN1CCOCC1	-7	0	-2	-2	i	-3	8	2	5	20
COc1cccc(C(=O)N/N=C2/SCC(=O)N2CCc2ccc(OC)c(OC)c2)c1	-11	0	-6	2	i	-3	-17	-3	-8	2

The final 2 compounds of the part before come first, to join the parts.
SMILES	KLF5 inh	GSK3A inh	IEC-6 tox	HSF1 inhib	PolyA inhibitor	HSP90 inh	aSyn 5UTR inh	GSK3B inh	HSF-1 act	AI-2 QS modul
CC(C)(O)C#CC#CCN1CCOCC1	-7	0	-2	-2	i	-3	8	2	5	20
COc1cccc(C(=O)N/N=C2/SCC(=O)N2CCc2ccc(OC)c(OC)c2)c1	-11	0	-6	2	i	-3	-17	-3	-8	2
COc1ccc(NC(=S)Nc2cccc(S(=O)(=O)N3CCCCC3)c2)cc1	-39	0	-6	-4	i	-4	15	5	-13	12
COc1cccc(CN2CCC(CO)(CC3CCCCO3)CC2)c1 (centres undefined)	-27	3	-4	0	i	-7	-15	1	15	5
O=C(CCCn1cnc([N+](=O)[O-])n1)Nc1cccc(O)c1	-5	-1	-4	-2	i	-4	20	-1	-4	29
CN(C)C=NC1=NN(c2cccc(C(F)(F)F)c2)CC1	-8	/	0	0	/	0	14	-1	-1	17
COc1ccc(-c2nc(CS(=O)CC(=O)NC3CCCC3)c(C)o2)cc1 (centres undefined)	-20	2	-1	2	i	1	-20	1	-20	10
O=C(N/N=C/c1cc([N+](=O)[O-])c(N2CCOCC2)cc1N1CCOCC1)c1cccnc1	-13	-1	1	-9	i	3	0	2	5	23
CC[C@@]12C(=O)N(c3cccc(F)c3)C(=O)N1[C@H](c1ccc(F)cc1)[C@@H]1C(=O)N(C3CCCCC3)C(=O)[C@@H]12	-8	0	-4	2	i	-4	0	-5	-10	24
CC(C)(C)c1ccc(/C=C(\c2nc3ccccc3[nH]2)S(=O)(=O)c2ccccc2)cc1	/	0	/	60	i	/	-78	3	57*	30
CCCCCOC(=O)C(C)Sc1n[nH]c(=O)[nH]c1=O (centres undefined)	-38	2	-2	5	i	-1	-6	2	32	20
O=C(NCc1cccc(Cl)c1)c1cccnc1	4	-1	-2	-9	i	1	-1	1	-4	12
N#Cc1c(N)n(CCNC(=O)c2ccc(Cl)cc2)c2nc3ccccc3nc12	-19	8	-4	3	i	4	-9	3	-4	16
O=C(NCc1ccc2c(c1)OCO2)C1CCC(CNc2c(N3CCCC3)c(=O)c2=O)CC1 (centres undefined)	4	-4	1	-4	i	-2	18	2	8	13

An excerpt from the list above:
SMILES	KLF5 inh	GSK3A inh	IEC-6 tox	HSF1 inhib	PolyA inhibitor	HSP90 inh	aSyn 5UTR inh	GSK3B inh	HSF-1 act	AI-2 QS modul
CC(C)(O)C#CC#CCN1CCOCC1	-7	0	-2	-2	i	-3	8	2	5	20
COc1cccc(C(=O)N/N=C2/SCC(=O)N2CCc2ccc(OC)c(OC)c2)c1	-11	0	-6	2	i	-3	-17	-3	-8	2
COc1ccc(NC(=S)Nc2cccc(S(=O)(=O)N3CCCCC3)c2)cc1	-39	0	-6	-4	i	-4	15	5	-13	12
COc1cccc(CN2CCC(CO)(CC3CCCCO3)CC2)c1 (centres undefined)	-27	3	-4	0	i	-7	-15	1	15	5
O=C(CCCn1cnc([N+](=O)[O-])n1)Nc1cccc(O)c1	-5	-1	-4	-2	i	-4	20	-1	-4	29
CN(C)C=NC1=NN(c2cccc(C(F)(F)F)c2)CC1	-8	/	0	0	/	0	14	-1	-1	17
COc1ccc(-c2nc(CS(=O)CC(=O)NC3CCCC3)c(C)o2)cc1 (centres undefined)	-20	2	-1	2	i	1	-20	1	-20	10
O=C(N/N=C/c1cc([N+](=O)[O-])c(N2CCOCC2)cc1N1CCOCC1)c1cccnc1	-13	-1	1	-9	i	3	0	2	5	23
CC[C@@]12C(=O)N(c3cccc(F)c3)C(=O)N1[C@H](c1ccc(F)cc1)[C@@H]1C(=O)N(C3CCCCC3)C(=O)[C@@H]12	-8	0	-4	2	i	-4	0	-5	-10	24
CC(C)(C)c1ccc(/C=C(\c2nc3ccccc3[nH]2)S(=O)(=O)c2ccccc2)cc1	/	0	/	60	i	/	-78	3	57*	30
CCCCCOC(=O)C(C)Sc1n[nH]c(=O)[nH]c1=O (centres undefined)	-38	2	-2	5	i	-1	-6	2	32	20
O=C(NCc1cccc(Cl)c1)c1cccnc1	4	-1	-2	-9	i	1	-1	1	-4	12
N#Cc1c(N)n(CCNC(=O)c2ccc(Cl)cc2)c2nc3ccccc3nc12	-19	8	-4	3	i	4	-9	3	-4	16
O=C(NCc1ccc2c(c1)OCO2)C1CCC(CNc2c(N3CCCC3)c(=O)c2=O)CC1 (centres undefined)	4	-4	1	-4	i	-2	18	2	8	13

(listing goes on)
SMILES	KLF5 inh	GSK3A inh	IEC-6 tox	HSF1 inhib	PolyA inhibitor	HSP90 inh	aSyn 5UTR inh	GSK3B inh	HSF-1 act	AI-2 QS modul
Cc1ccc(S(=O)(=O)NCCOc2nc(N3CCOCC3)nc(N3CCOCC3)n2)cc1	-12	1	4	22	i	2	-18	-1	58*	5
COc1ccc(-n2ncc(S(=O)(=O)c3ccccc3)c2-c2ccc(Cl)cc2)cc1	-24	0	1	8	i	2	30	0	6	9
c1csc(-c2nc3ccccc3[nH]2)c1	-108	3	0	/	/	-4	/	/	/	/
Cc1ccc(NC(=O)CSc2ccc(-c3ccco3)nn2)c(C)c1	1	-1	4	/	/	-2	/	-12	/	10
CC(/C=N/NC(=O)c1cc(-c2cccs2)[nH]n1)=C\c1ccccc1	-19	0	-5	5	i	-2	3	1	15	-59
CCOCCCNC(=O)/C(C#N)=C/c1ccc([N+](=O)[O-])o1	0	-3	1	39	i	4	-7	4	45	-83*
Cc1ccc(CNC(=O)CSCc2ccc(F)cc2)cc1	-18	-1	9	7	i	-2	18	-1	6	37
O=C(COC(=O)CCC1CCCC1)Nc1ccc(Cl)cn1	-22	/	-4	-6	i	2	10	-1	-5	18
CCn1c(C(=O)O)c(CC(=O)Nc2cccc(C(F)(F)F)c2)c2ccccc21	-3	-11	0	-7	i	-8	2	4	1	18
CC(Cc1ccsc1)NC(=O)CCc1nnc(CCc2ccccc2)o1 (centres undefined)	-16	-2	-4	8	i	-1	-16	7	2	5
Cc1nn(C)c(C)c1NC(=O)/C(C#N)=C\N(C)C	-7	-1	-2	-5	i	4	5	-3	6	4
Cc1ccc(OCc2nnc(SCCN3CCOCC3)n2C)cc1	-19	1	-4	0	i	0	12	2	10	9
C=CCCCN(Cc1ccccc1)S(=O)(=O)c1ccccc1Br	/	2	/	7	i	/	-11	3	19	8
Cc1cc(C(=O)OCC(=O)Nc2nccs2)c2ccccc2n1	-7	-3	0	0	i	-3	-3	-2	-10	6
CC(=O)c1cccc(NC(=O)COC(=O)c2cccs2)c1	-5	-2	1	4	i	1	6	4	5	-54
Cn1c(NC(=O)c2cccs2)cc(=O)n(C)c1=O	-32	0	-1	-3	i	-1	14	2	-3	-1
CCCC1CCc2c(sc(NC(=O)c3cccs3)c2C(N)=O)C1 (centres undefined)	3	-1	0	31	i	2	-99	-4	61*	34
O=C(Cc1ccccc1)NCCSCc1ccc(Cl)cc1	1	0	-4	-6	i	0	6	-2	-8	-6
COc1ccc(S(=O)(=O)ON=C2CC(C)(C)N(C(C)=O)C(C)(C)C2)cc1	-35	-6	-4	4	i	1	21	-1	33	4
CC(C(=O)N1CCOCC1)c1ccc([N+](=O)[O-])cc1 (centres undefined)	-35	-1	0	-2	i	1	21	1	-1	31
COC(=O)CC1=C(C(=O)OC)C(c2ccncc2)C(C#N)=C(N)O1 (centres undefined)	-7	-1	-2	-6	i	2	-50	-2	32	7
O=C(CCC(=O)OCC(=O)c1ccc(Br)cc1)Nc1ccc(Br)c2cccnc12	-5	4	1	0	i	3	8	-2	2	16
COC(=O)c1cccc(S(=O)(=O)N2CCC(C)CC2)c1	-8	-2	4	-4	i	2	-32	2	20	13
O=C(c1ccccc1)N1CCN(c2ccc([N+](=O)[O-])c(NCc3cccnc3)c2)CC1	-19	-1	6	-10	i	1	-11	0	-15	15
Cc1ccc(NC(=O)/C=C/c2ccco2)cc1S(=O)(=O)N1CCCCCC1	/	-1	/	28	i	/	-42	-5	42	28
Cc1cc(C)c2c3c(sc2n1)C(c1ccccc1)C(C#N)=C(N)O3 (centres undefined)	-2	-1	3	5	i	0	-57	1	-10	16
Cc1noc(C(=O)Nc2c(C)n(C)n(-c3ccccc3)c2=O)c1Cl	-23	0	-2	2	/	-5	-15	4	9	7
CCOC(=O)Cc1c(C)c2ccc(N(CC)CC)cc2oc1=O	6	-2	4	4	i	-2	4	4	19	-4
COc1ccc(-n2ncc3c2CC(C)(C)CC3NC(=O)CCn2cncn2)cc1 (centres undefined)	-42	2	2	-1	i	-3	15	3	27	-4
COc1ccc(S(=O)(=O)NC2CC(=O)N(c3ccccc3)C2)cc1C (centres undefined)	/	-1	/	4	i	/	8	1	-2	13
O=C(O)c1ccc(NC(=S)NC(=O)c2ccc(-c3ccc(Br)cc3)o2)cc1	-25	1	5	2	i	6	-7	-2	16	-4
COc1ccc(CC(=O)O/N=C(\N)Cc2ccc(OC)cc2)cc1	-3	0	3	-5	i	3	-4	1	14	-6
Brc1cc(Br)cc(CN2CCSCC2)c1	-11	2	-1	-3	i	-1	15	-1	-1	11
COc1ccc(C(=O)c2ccc(N(C)C)cc2)c(OC)c1	33	2	54*	-2	i	-2	37	3	-9	10
Cc1ccccc1NS(=O)(=O)c1cc2c3c(c1)C(C)C(=O)N3CCC2 (centres undefined)	-28	1	-3	2	i	-4	21	1	7	17

These rows are one share of the data; rates above refer to the full screens.
